Compound activity (PubChem BioAssay)
Imprint erasure: qHTS Assay for Compounds that Induce Erasure of Genomic Imprints; actives 0.02% (n = 110,000); AID 1948, 2009; Potency, µM (titrated, usually from 60.7 µM), for inactives: at the highest dose activity change, positive = activation, hits mostly activators; mouse ES Peg3-LacZ reporter, beta-gal luminescence, 40 h;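 note: 0% = negative control wells on the plate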
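Gelatin-coated wells received 300 freshly trypsinized female ES cells with a Peg3LacZ-Neo reporter on the maternal allele, then incubated 40 hours at 37C. BetaGlo was added for 5 minutes at room temperature before a single luminescence read.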
p53ts 32C tox: qHTS Screen for Compounds that Selectively Target Cancer Cells with p53 Mutations: Cytotoxicity of p53ts Cells at the Permissive Temperature. Potency, µM (highest dose often 46.1 µM), for inactives: top-dose activity change, negative = cytotoxicity, usual class: cytotoxic. H1299-p53A138V at 32C, ATP luminescence viability, 24 h. actives 0.93% (n = 130,000);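 note: 0% = DMSO and -100% = full killing by reference compound; nearly all actives have a fitted effect of over 55% in size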
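Cells: H1299 p53ts (A138V), 600/well, pre-incubated 16–30 h at 37C. Cpd up to 46 uM, 24 h, 32C. Readout: ATPlite luminescence, 20 min RT. Normalization: DMSO vs tamoxifen 100 uM. AC50 by Hill equation.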
p53ts 39C kill: qHTS Screen for Compounds that Selectively Target Cancer Cells with p53 Mutations: Cytotoxicity of p53ts Cells at the Nonpermissive Temperature; Potency, µM (series often up to 46.1 µM), without a hit: top-dose activity change, negative = cell killing, actives largely listed as cytotoxic; actives 1.5% (n = 130,000); AID 902, 2007; H1299-p53A138V viability at 39C, ATP luminescence, 24 h; note: nearly all actives have a fitted effect of over 55% in size
IkB sig inh: IkB Signaling; Potency, µM (highest dose often 57.1 µM), inactives show top-dose IkBa stabilization activation; actives 0.04% (n = 110,000); ABC-DLBCL IkBa-CBG/CBR dual luciferase ratio, 4 h; response scale: scaled: untreated 0%, proteasome inhibitor 100%; active = well fitted curve in the direction sought with a large enough effect in the signal ratio, not every such curve was filed as active; inconclusive = small, poorly fitted or top-dose-only effect, or a change in a side signal; the % refers to the signal ratio;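 note: the direction sought is a rising ratio; 0% = basal untreated cells and 100% = reference inhibitor full response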
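Curves were fitted separately to fusion (green), unfused (red) and ratio luminescence, then classed by r2, magnitude and activity. Cells: OCI-Ly3, 4 h compound plus doxycycline at 37C; 10 uM MG-132 defined full response.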
Active calls of the source: *; ? = inconclusive; . = no result given; [ ] = another dose, or the depositor's remark. Unless noted, calls come from the whole dose curve; as a rule, active = well fitted curve in the direction sought with a large enough effect; inconclusive = small, poorly fitted or top-dose-only effect, or another doubt; inactive = no such curve, though single readings can be large; an effect the other way counts as inactive or inconclusive. Unless noted, % is set by controls: 0 for no effect and ±100 for the full control effect; potency is the fitted concentration of half-maximal effect.

Order of values: Imprint erasure	p53ts 32C tox	p53ts 39C kill	IkB sig inh
1: COC(=O)c1c[nH]n2c(=O)c(Cc3ccc(F)cc3Cl)c(C)nc12
  2%	-15%	-2%	0.6%
2: COc1ccccc1-c1nc(NCCNC(C)=O)c2ccccc2n1
  ?	-4%	4%	-1.3%[11.4 µM]
3: Cc1ccc(S(=O)(=O)Nc2cc3c(C(=O)OCc4ccccc4)c(C)oc3c3ccccc23)c(C)c1
  -19%[10.9 µM]	1%	6%	1.3%
4: COc1cccc(OC)c1C(=O)N1CCN(Cc2ccccc2C(F)(F)F)CC1
  -6%	-1%	?	-0.3%
5: CC1=C(C#N)C(C)C2=C(CC(C)(C)CC2=O)N1 (stereo unspecified)
  -5%	5%	10%	-1.5%
6: Cn1c(=O)[nH]c(=O)c2c1nc(SCCN1CCCCC1)n2Cc1ccccc1
  -2%	-2%	3%	-1.4%
7: COc1cc(NC(=O)CN2C(=O)COc3ccc(S(=O)(=O)N4CCCCC4)cc32)cc(OC)c1
  -13%[10.9 µM]	6%	11%	-1.2%
8: COC(=O)Cn1cc(C(=O)c2cccs2)c2ccccc21
  -3%	-4%	-13%	7.3%
9: COc1ccc2c(=O)c(OC)c(-c3ccccc3)oc2c1
  -10%	-3%	1%	.
10: Cc1nn(C)c(C)c1NC(=O)c1ccc(S(=O)(=O)N(C)C)cc1
  8%	0%	11%	4.2%
11: O=C(NC1=NCCS1)c1ccc(-c2ccc(Cl)cc2)o1
  -13%	?	?	8.1%
12: O=C(COc1ccc(Cl)cc1Cl)Nc1ccc(Cl)cn1
  -62%[inhibitor]	5µM*	5µM*	6.8%
13: COc1cccc(-c2nn(C)c3sc(C(=O)NCc4cc(OC)ccc4OC)cc23)c1
  -8%[10.9 µM]	14%	6%	?
14: Cc1c(C)c2c(c(C)c1O)CC[C@@](C)(CN1CCN(c3cc(N4CCCC4)nc(N4CCCC4)n3)CC1)O2
  .	4%	34%[activator]	22%
15: O=C1COc2ccc(C(=O)CSc3nnnn3-c3ccccc3)cc2N1
  -10%	-11%	-20%	2.6%
16: C#CCCCO/N=C1/C[C@@H](O)[C@@H](O)[C@@H]2[C@@H]3C(=O)N(CCC(=O)OCC)C(=O)[C@H]3CC[C@@H]12
  .	7%[9.22 µM]	2%[9.22 µM]	.
17: COc1cc(C(=O)N(Cc2ccc(F)cc2)Cc2ccco2)cc(OC)c1OC
  -16%[10.9 µM]	1%	-7%	?
18: CCOC(=O)c1ccc(NC(=O)C2=C(C)C(=O)OC23CCN(C(C)C)CC3)cc1
  8%[10.9 µM]	1%	-6%	1.3%
19: Cn1c(SCC(=O)OCC(=O)c2ccccc2)nnc1-c1cccs1
  -12%	2%	8%	2.3%
20: c1ccc(OCCn2c(-c3ccco3)nc3ccccc32)cc1
  .	4%	0%	.

Reprinted at random: 6 records from the list
Order of values: Imprint erasure	p53ts 32C tox	p53ts 39C kill	IkB sig inh
16: C#CCCCO/N=C1/C[C@@H](O)[C@@H](O)[C@@H]2[C@@H]3C(=O)N(CCC(=O)OCC)C(=O)[C@H]3CC[C@@H]12
  .	7%[9.22 µM]	2%[9.22 µM]	.
6: Cn1c(=O)[nH]c(=O)c2c1nc(SCCN1CCCCC1)n2Cc1ccccc1
  -2%	-2%	3%	-1.4%
14: Cc1c(C)c2c(c(C)c1O)CC[C@@](C)(CN1CCN(c3cc(N4CCCC4)nc(N4CCCC4)n3)CC1)O2
  .	4%	34%[activator]	22%
11: O=C(NC1=NCCS1)c1ccc(-c2ccc(Cl)cc2)o1
  -13%	?	?	8.1%
17: COc1cc(C(=O)N(Cc2ccc(F)cc2)Cc2ccco2)cc(OC)c1OC
  -16%[10.9 µM]	1%	-7%	?
1: COC(=O)c1c[nH]n2c(=O)c(Cc3ccc(F)cc3Cl)c(C)nc12
  2%	-15%	-2%	0.6%

(next part)
Order of values: Imprint erasure	p53ts 32C tox	p53ts 39C kill	IkB sig inh
21: CCN1CCN(c2ccc(-n3c(C)nc4c(cnn4-c4ccccc4Cl)c3=O)cc2)CC1
  -11%	2%	-9%	0.4%
22: CCOC(=O)C(O)(CCC(O)(C(=O)OCC)C(=O)OCC)C(=O)OCC
  2%	13%	-3%	-2.5%
23: Cc1ccc(C(=O)c2oc3ccccc3c2NC(=O)c2cc(=O)c3ccccc3o2)cc1
  -6%[10.9 µM]	3%	7%	-2.9%
24: CCOc1cccc2cc(C(=O)NCc3cccnc3)c(=O)oc12
  6%	2%	3%	?
25: Cc1ccc(C2CC(c3ccc(Cl)cc3)n3nc(N)nc3N2)cc1 (stereo unspecified)
  -6%	-1%	2%	2.3%
26: CC(C)(C)NC(=O)Cn1c(=O)oc2ccc(Cl)cc21
  ?	2%	4%	-0.9%
27: CCCCOc1ccc(-c2ncc(C(=O)O)c(C)n2)cc1
  -68%[inhibitor]	-14%	-17%	5.5%
28: O=C1OC(Nc2nccs2)c2ccccc21 (stereo unspecified)
  -2%	-4%	3%	0.6%
29: COc1ccc(NC(=O)CSc2ncccc2C(=O)O)cc1OC
  -18%[10.9 µM]	-7%	-18%	0.0%
30: CCOC(=O)CSC1=Nc2ccccc2C2=NC(CC(=O)NCc3cccs3)C(=O)N12 (stereo unspecified)
  -4%	-3%	-4%	-1.9%
31: CC(=O)N1CCC2(CCCN(c3ncccn3)C2)CC1
  .	-6%	-5%	2.9%[11.4 µM]
32: CCN(CC)C(=O)CN(Cc1ccccc1)S(=O)(=O)c1ccc(F)cc1
  -7%	3%	-7%	-0.2%
33: CCOC(=O)CCCNC(=O)c1cncc(Br)c1
  -8%	6%	4%	1.4%
34: N#Cc1ccsc1NC(=O)c1ccccn1
  -22%	-3%	-21%	0.0%
35: Cc1ccc(NC(=O)CSc2nnc(Cn3c(=O)sc4ccccc43)n2C)cc1Cl
  5%	-19%	-8%	2.1%
36: O=[N+]([O-])c1ccc(-c2cn(-c3ccc(Cl)cc3)c(=S)[nH]2)cc1
  .	?	-19%	.
37: N#Cc1nc(-c2cccc3ccccc23)oc1N1CCCCC1
  1%	-4%	4%	0.4%
38: COc1ccc2c(c1)c(CC(=O)Nc1c(C)cccc1C)c(C)n2C(=O)c1ccc(Cl)cc1
  -16%[10.9 µM]	-2%	14%	?
39: Cc1cc(C)nc(NC(=NCCc2c[nH]c3ccccc23)NC(=O)c2ccco2)n1
  -31%[inhibitor]	14%	-11%	?
40: COc1ccc2c(c1)C(C)=CC(C)(C)N2C(=O)CSc1nnc(-c2ccc(C)cc2)o1
  -11%	2%	14%	?
41: N#Cc1ccc(CSc2nnc(-c3cccnc3)n2-c2ccccc2)cc1
  -6%	-7%	11%	1.2%
42: COc1ccc(NC(=O)c2ccco2)cc1NC(=O)c1c(F)c(F)c(OC)c(F)c1F
  3%	0%	10%	-0.8%
43: O=C1c2ccccc2CC[C@H]1CNCCc1ccc(O)cc1
  -40%[inhibitor]	?	?	?
44: Cc1nn(C(C)C(=O)O)c(=O)c2c1sc1ccccc12 (stereo unspecified)
  1%	4%	11%	2.8%
45: Cn1c(NCc2cccc(Cl)c2)nc2ccccc21
  -11%[10.9 µM]	-7%	-17%	0.0%
46: CN1C(=O)N(CN2CCCCC2)C2C1N(C)C(=O)N2CN1CCCCC1 (stereo unspecified)
  2%	-1%	5%	1.5%
47: Cc1ccc(C)c(CN2C(=O)c3ccccc3S(=O)c3ccc(C(=O)N4CCCCC4)cc32)c1 (stereo unspecified)
  -10%[10.9 µM]	29%	-13%	?
48: CCOc1ccc(C(=O)Nc2nnc(SCc3cc(=O)c4cc(C)ccc4[nH]3)s2)cc1
  5%[10.9 µM]	-7%	-20%	-1.7%
49: CCOC(=O)c1c(C)[nH]c2ccc3c(c12)CN1CCc2cc(OC)ccc2[C@@H]1O3
  -19%	-14%	-18%	?
50: CCN1CCN(c2cc(C)c3cc(NC(=O)c4ccccc4F)ccc3n2)CC1
  -9%[10.9 µM]	-7%	-24%	?
51: N#Cc1cccc(-c2ccc3ncnc(NCc4ccccc4)c3c2)c1
  ?	?	-29%	-1.6%[11.4 µM]
52: Cc1cc(Nc2ccccc2)nn1C(=O)c1ccc([N+](=O)[O-])cc1
  .	12%	24%	.
53: CCOc1ccccc1NC1=NCC(=O)N1Cc1ccc(F)cc1
  -9%	2%	0%	0.0%
54: CCC(=O)N1CCc2cc(S(=O)(=O)NCCC(=O)Nc3ccc(N(CC)CC)cc3C)ccc21
  -6%[10.9 µM]	1%	5%	-2.1%
55: CCC(=O)n1nc(NCc2ccccc2OC)nc1NCc1ccccc1OC
  -11%	-2%	-6%	?
56: O=C(Nc1nnc(CCN2CCOCC2)s1)C1CCCCC1
  -25%	7%	7%	1.7%
57: O=C(CSc1nc2ccsc2c(=O)n1Cc1ccccc1)NCc1ccco1
  -11%	7%	0%	-0.3%
58: CCCc1cc(C(=O)Nc2cc(OC)c(Cl)cc2OC)no1
  -17%	2%	2%	1.3%
59: CCOC(=O)N1CCC(NC(=O)c2ccc3c(c2)N(Cc2ccc(Cl)cc2)C(=O)c2ccccc2S3=O)CC1 (stereo unspecified)
  22%[10.9 µM]	14%	-16%	0.9%
60: Clc1ccc(CSc2nnc([C@@H]3CCCN3)o2)cc1
  5%	-5%	-4%	2.3%
61: CCCCn1nnc(NC(=O)CC23CC4CC(CC(C4)C2)C3)n1
  -29%	10%	5%	4.4%
62: COc1cc2c(=O)n(Cc3ccccc3)c(=O)n(CC(=O)NCC3CCCO3)c2cc1OC (stereo unspecified)
  -9%	2%	2%	-0.4%
63: N#Cc1c(F)cccc1N1CCOCC1
  -6%	9%	5%	0.2%
64: O=C(O)C1CCC(=O)N(C2CCCCC2)C1c1ccccc1 (stereo unspecified)
  .	-9%	-6%	.
65: CCOC(=O)C1=C(C)Nc2ncnn2C1c1ccc2c(c1)OCO2 (stereo unspecified)
  -6%	6%	13%	0.2%
66: C=CC1=C(C)C2=NC1=CC1=NC(=CC3=NC(=CC4=NC(=C2)C(C)=C4CCC(=O)O)C(CCC(=O)O)=C3C)C(C=C)=C1C.[Zn]
  -19%	-7%	-18%	-0.3%
67: CC1CCN(S(=O)(=O)c2cc(Cl)ccc2Br)CC1
  -28%	-7%	-1%	3.9%
68: COCCn1c(SCC(=O)N2CCCCC2)nc2ccccc2c1=O
  -10%	14%	-7%	2.0%
69: COC(=O)c1c(-c2ccc(F)cc2)csc1NC(=O)c1ccco1
  -10%	-6%	-10%	-2.3%
70: CCn1c(Cn2nnc(-c3ccccc3)n2)nnc1SCc1ccc(Cl)c(Cl)c1
  -26%	67%[activator]	45%[activator]	?
71: Cc1ccc(OCCSc2nnc(NC(=O)c3ccco3)s2)cc1
  10%	6%	-2%	0.2%
72: Oc1cc2ccccc2cc1-c1n[nH]c(=S)o1
  .	1%	15%	?
73: COc1ccccc1-c1cc(C(F)(F)F)nc(S(=O)(=O)CCCC(=O)N2CCCCC2C)n1 (stereo unspecified)
  -27%	?	?	?
74: Cn1nnnc1SCCCNCc1ccc(-c2cccc(Cl)c2)o1
  -20%[10.9 µM]	-4%	-25%	-0.9%
75: CCN(CC)CCN1c2ccccc2Sc2ccc3ccccc3c21
  6%[10.9 µM]	3%[9.22 µM]	-4%[9.22 µM]	0.7%[11.4 µM]
76: CC(=O)c1cccc(NC(=O)c2noc3c2CCCC3)c1
  -21%[10.9 µM]	-26%	?	5.2%
77: CCN(Cc1ccccc1)S(=O)(=O)c1nc2nc(C)c(C)c(C)n2n1
  -16%	25%	26%	0.8%
78: O=C(Cn1cc(C(=O)c2cccs2)c2ccccc21)NCc1ccc2c(c1)OCO2
  -25%	-4%	-4%	4.8%
79: COc1ccc(NC(=O)c2c(-c3ccccc3Cl)noc2C)c(OC)c1
  -19%	7%	-2%	?
80: CCOC(=O)N1CCN(C(=O)c2cc3c(=O)n(C)c4ccccc4c3n2C)CC1
  -6%	3%	-2%	-2.3%
81: Cc1ccc(-c2noc(-c3ccc(N4CCCC4)c([N+](=O)[O-])c3)n2)cc1
  6%[10.9 µM]	4%	20%	0.0%
82: Oc1cc(O)c2c(c1)OC(c1ccc(O)c(O)c1)C(O)C2 (stereo unspecified)
  -5%	-2%	-7%	.
83: CCOc1ccc(N(CC(=O)NC2CCCCCC2)S(=O)(=O)c2c(C)noc2C)cc1
  -11%	5%	-5%	0.0%

An unsorted share of the library. Share with any hit: about 1.7%.
